Pf Dd2 inh: inhibitors of Plasmodium falciparum Dd2 growth. actives 4.3% (n = 120,000). Potency, µM (highest dose often 28.9 µM), without a hit: at the highest dose activity, negative = inhibition, actives largely listed as inhibitors. P. falciparum Dd2 growth, SYBR Green, 72 h. AID 1347417; active = well fitted inhibition curve with a large enough effect; inconclusive = small, poorly fitted or top-dose-only effect; inactive = no such curve, though single readings can be large or run the other way;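 note: plate controls were DMSO vehicle for no effect and reference drug for full effect; nearly all actives have a fitted effect of over 65% in size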
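Readout: SYBR Green fluorescence, 485 nm excitation, 535 nm emission, after ~16 h lysis at 37C. Before that, Dd2-infected red cells (2.5% hematocrit) grew 72 h with compound, 29 uM top final concentration.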
Active calls of the source: *; i = inactive; ? = inconclusive; & = joins results of further samples; [ ] = dose if it differs, or a comment. Potency is the fitted concentration of half-maximal effect. An excerpt; the hit share may differ from the screen's.

SMILES	Pf Dd2 inh
Cc1c(Cl)cccc1NC(=O)Cn1nnc(-c2nc(-c3ccccc3)no2)c1N	0%
COc1ncccc1-c1cnc2[nH]cc(CC(=O)N3CCN(C)CC3)c2c1	?
O=C(N[C@H]1CCN2C(=O)c3cc(-c4cccc(C(F)(F)F)c4)ccc3NC(=O)[C@H]12)C1CCCC1	i
O=C(N[C@@H]1CCC[C@@H]1C(=O)N1CCN(c2ccccc2F)CC1)c1ccncc1	-24%
CC(NC(=O)C1CCN(c2cc(C(F)(F)F)ncn2)CC1)c1ccc(F)cc1 (stereo not drawn)	?
CN(C)c1cccc(Nc2cc3c(cn2)CN(Cc2ccccc2)CCN3)c1	?
CC(C)COC(=O)N1CCCn2nc(-c3nc4ccccc4n3C)cc2C1	?
Cc1noc(C)c1[S+](=O)([O-])N1CCC(c2nn(-c3ccc(F)cc3)c(=O)[nH]2)CC1	i
CCOC(=O)c1[nH]ncc1C1CC(=O)Nc2n[nH]c(-c3ccccc3)c21 (stereo not drawn)	-5%
CC(C)(C)CC(=O)N[C@H]1C[C@@](O)(C(=O)NCC(N)=O)C[C@@H](O)[C@@H]1O	12%[44.1 µM]
COc1ccc(C)cc1NC(=O)C1CCN(S(=O)(=O)c2ccc3c(c2)CCCN3C(C)=O)CC1	?
CN(Cc1ccc2nsnc2c1)c1cc(C2CC(O)C2)ncn1 (stereo not drawn)	-24%
CCN1CCC2(CCC1=O)CN(C(=O)CCCc1cccs1)CCN2C (stereo not drawn)	11%
c1ccc(-c2cc(CC3(NCc4ccc5c(c4)OCO5)COC3)no2)nc1	i
COc1ccc(-c2cc(N3CCCC(NC(=O)c4ccc(C(F)(F)F)cc4)C3)n[nH]2)cc1 (stereo not drawn)	i
CCOc1nccn2c(-c3ccc(CNC(=O)c4ccnn4C)cc3)cnc12	-4%[44.1 µM]
COc1ccc(CNC(=O)[C@H]2CCC[C@H]2NC(=O)c2cnc(C)cn2)c(OC)c1	-1%
COc1ccc(S(=O)(=O)c2c(O)c3ccc(C(=O)NCc4ccccc4)cc3[nH]c2=O)cc1	-4%
C=CCN(CC=C)C(=O)C1CCCN(C2CCN(C3Cc4ccccc4C3)CC2)C1 (stereo not drawn)	?
COc1ccc(-c2cc(N3CCC(NC(=O)c4cc(OC)c(OC)c(OC)c4)C3)n[nH]2)cc1 (stereo not drawn)	-19%
CCNC(=O)C1CCN(Cc2nc(-c3cccc(Oc4ccccc4)c3)oc2C)C1 (stereo not drawn)	?
CC1(CNC(=O)c2nccc3ccccc23)CCOCC1	11%
CCOc1cc(C(=O)Nc2ccc3c(c2)n(C)c(=O)c(=O)n3C)cc(OCC)c1OCC	?
O=C(NCc1cccs1)C1CN(c2ccccc2)C(=O)N1 (stereo not drawn)	-11%[44.1 µM]
CCCCn1c(=N)c(S(=O)(=O)c2ccc(C)cc2)cc2c(=O)n3cc(C)ccc3nc21	5%
COc1cc(OC)cc(C(=O)NC2CCN(c3cc(C(F)(F)F)ncn3)CC2)c1	i
O=C(NCc1ccc2c(c1)OCO2)C1CCN(c2cn[nH]c(=O)c2)C1 (stereo not drawn)	-4%
Cc1ccc(C)c(N2CCN(CCCNC(=O)c3nnc(Cc4ccc(F)cc4Cl)o3)CC2)c1	i
COc1ccccc1NC(=O)c1oc2ccccc2c1NC(=O)Cc1ccccc1	17%
Cc1nc(CCC(=O)N2CCCC(CCc3c(F)cccc3F)C2)n[nH]1 (stereo not drawn)	-6%
CSc1ncc(C(=O)Nc2ccccc2C(=O)c2ccccc2)c(C)n1	50%[activator]
O=C(CCS(=O)(=O)c1cc(Br)cc2c1N(C(=O)C1CC1)CC2)NCc1ccc(Cl)cc1	6.3µM*
O=c1ccc(-c2cccs2)c2n1C[C@H]1C[C@@H]2CN(S(=O)(=O)c2ccccc2)C1	5%[44.1 µM]
CC(=O)c1ccc(NC(=O)C2CCC(CNS(=O)(=O)c3ccc(Br)s3)CC2)cc1 (stereo not drawn)	12%
Cc1ccccc1OCC(=O)c1ccc2c(c1)N(CC(=O)NCc1ccco1)C(=O)CO2	i
COc1ccc(CN(Cc2ccco2)c2cnc(S(C)(=O)=O)nc2C(=O)Nc2ccc(C)cc2C)cc1	-1%

Some of these compounds in order of molar mass, highest first.
SMILES	Pf Dd2 inh
CCOc1cc(C(=O)Nc2ccc3c(c2)n(C)c(=O)c(=O)n3C)cc(OCC)c1OCC	?
Cc1noc(C)c1[S+](=O)([O-])N1CCC(c2nn(-c3ccc(F)cc3)c(=O)[nH]2)CC1	i
CCN1CCC2(CCC1=O)CN(C(=O)CCCc1cccs1)CCN2C (stereo not drawn)	11%
CN(C)c1cccc(Nc2cc3c(cn2)CN(Cc2ccccc2)CCN3)c1	?

The listing continues.
SMILES	Pf Dd2 inh
CN(C)C[C@@H]1CN(c2ccccn2)C[C@H]1NC(=O)Cn1c(=O)oc2ccccc21	-24%
Cc1oc(C)c2c(=O)cc(-c3ccc4c(c3)OCO4)cc(OC(=O)c3ccccc3Br)c12	?
CC(C)Cn1cc(NC(=O)NCc2cccc(Cl)c2)c2ccccc2c1=O	?
Cc1cc(C)c(NC(=O)Cn2cccc2-c2nc(-c3ccc(F)cc3)no2)c(C)c1	95%[activator]
O=C(c1cccc(F)c1)N1CCC(N2CC3CC(C2)[C@H]2CCCC(=O)N2C3)CC1 (stereo partly drawn)	5%
CN1[C@H](C(=O)O)C[C@H](C(=O)NCC2(CO)CCCC2)[C@@H]1c1ccccc1F	-15%
Cc1cccc(/C=C(\C#N)c2nc3ccccc3c(=O)[nH]2)c1	-26%
COc1ccc(N2CCN(C3CCCN(CC=C(C)C)C3)CC2)cc1 (stereo not drawn)	-26%
CCN1CCC2(CC1)Cc1ccccc1CN(C(=O)C1CCCC1)C2	?
COc1ccccc1Nc1ncnc2scc(-c3ccc(F)cc3)c12	63%[activator]
CC(C)(CNc1ccc(-c2nc(C3CC3)no2)cn1)N1CCOCC1	-5%
O=c1cc(N2CCOCC2)oc2c(-c3ccccc3F)nccc12	i

4 compounds picked at random from the list so far:
SMILES	Pf Dd2 inh
CC(C)Cn1cc(NC(=O)NCc2cccc(Cl)c2)c2ccccc2c1=O	?
CN(C)C[C@@H]1CN(c2ccccn2)C[C@H]1NC(=O)Cn1c(=O)oc2ccccc21	-24%
COc1ccccc1Nc1ncnc2scc(-c3ccc(F)cc3)c12	63%[activator]
CN1[C@H](C(=O)O)C[C@H](C(=O)NCC2(CO)CCCC2)[C@@H]1c1ccccc1F	-15%

(continued)
SMILES	Pf Dd2 inh
CCOC(=O)C1CCCN(C(=O)c2ccc3c(c2)N(Cc2ccccc2F)C(=O)c2ccccc2S3=O)C1 (stereo not drawn)	?
Cc1c(-c2cccc(NC(=O)Nc3ccccc3)c2)nc2ncccn12	-24%
O=C1NCCN2CC3(CCN(C(=O)NCc4ccccc4)CC3)CC12 (stereo not drawn)	?
O=C(CSc1nnc(-c2ccc(Cl)cc2)c(-c2ccc(Cl)cc2)n1)NC1CCCC1	i
COC[C@H]1CCCN1Cc1nc(C2(O)CCN(Cc3ccc(F)cc3)CC2)cs1	7.9µM*
O[C@@H]1[C@@H](Cn2cc(C3CC3)nn2)C[C@@H](NCc2nccs2)[C@@H]1O	10%
O=C(c1ccncc1)N1CC[C@H]2COC(=O)N2c2cc(F)ccc2C1	18%[44.1 µM]
O=C(C1CC1)N1CC(Oc2ccccc2-c2nc(-c3cnccn3)no2)C1	7.9µM*
Cc1noc(C)c1-c1cc2cc(C(C)C)oc2c(NCCN(C)C)n1	?
O=C(O)CCCC(=O)N1Cc2ccccc2CC2(CCCCN2CCc2ccccc2)C1 (stereo not drawn)	-20%
CCc1nncn1C1CCN(S(=O)(=O)c2ccc(F)c(Cl)c2)CC1	i
Cc1cccc(CN2CC[C@@H]3OCC(=O)N(Cc4ccc(O)cc4)[C@H]3CC2)c1	-15%[44.1 µM]
O=C(C[C@@H]1CCNC[C@@H]1Cc1cc(CN2CCCCC2)on1)N1CCCCC1	-25%[44.1 µM]
Cc1ccccc1Nc1c(-c2cc(Br)ccc2F)nc2ccccn12	?
COc1ccc(S(=O)(=O)NC2(C(F)(F)F)NC(=O)N(CCc3ccc(OC)c(OC)c3)C2=O)cc1 (stereo not drawn)	23%
COc1cc(OC)cc(-c2nc(C3CC(=O)N(c4ccc(C)cc4)C3)no2)c1 (stereo not drawn)	7%
CCCNC(=O)Cn1nc(-c2ccc(C)cc2)c2cnc3ccc(CC)cc3c21	1%
Cc1ccccc1NC(=O)Cn1c(=O)n(CCC(=O)NCc2ccc3c(c2)OCO3)c(=O)c2sccc21	51%[activator]
NCCc1noc(Cc2ccccc2)n1	5%
COC(=O)[C@@H]1Cc2ncn(Cc3ccccc3)c2CN1S(=O)(=O)c1cccc2c(N(C)C)cccc12	?
CC(C)CN1C(=O)c2cccn2CC1C(=O)NCc1cccc(C(F)(F)F)c1 (stereo not drawn)	i
CC1=C(C(=O)Nc2ccccc2Cl)C(c2cccs2)n2ncnc2N1 (stereo not drawn)	-7%
CC(C)CNc1ccc2c(n1)C(C)(C(=O)N1CCOCC1)CN(Cc1ccccc1)C2 (stereo not drawn)	?
O=C(Nc1ccc2oc(-c3ccc(O)c(Br)c3)nc2c1)c1cc2ccccc2o1	18%
O=C(C1CCCC1)N1CC2(CCCN(CC3CCCCC3)C2)Cc2ccccc21 (stereo not drawn)	?
CC1=C(C(=O)OC2CCCC2)C(c2cccc(Cl)c2Cl)CC(=O)N1 (stereo not drawn)	?
CN1C(=O)CS(=O)(=O)C12CCN(C(=O)c1cc(F)ccc1F)CC2	9%
COc1cccc(C(=O)Nc2cnc(-c3ccccc3)nc2)c1	?
COc1cccc(N2CCN(C(=O)Cn3ncc4c(=O)oc5ccccc5c43)CC2)c1	49%[activator]
Cc1ccc(Cl)cc1N1CCN(C(=O)C2CCN(S(=O)(=O)c3ccc4c(c3)oc(=O)n4C)CC2)CC1	i
CCC(C)NC(=O)N1CCC(c2nn(CC(=O)NC)c3c2COCC3)CC1 (stereo not drawn)	26%[5.79 µM]
NC(=O)[C@@H]1CN(C(=O)C2CC2)C[C@H]1COc1ccccc1	20%
CCOc1ccc(S(=O)(=O)Nc2ccc3c(c2)CCCN3C(=O)c2cccs2)cc1	16%
Cc1ncc2c(n1)C[C@@H]1CC[C@H]2N1C(=O)c1cccs1	-7%
O=c1ncn(Cc2ccccc2)c2ccc(-c3ccc(O)c(F)c3)nc12	i
O=C(NC1CCCC1)c1csc(N2CCN(c3cccc(Cl)c3)CC2)n1	i
COC[C@@H]1CN(Cc2ccc(F)c(F)c2)C[C@H]1C(=O)NC1CC1	-30%
COc1cccc(CNC(=O)Cn2c(SCC(=O)Nc3ccc(F)cc3)nc3ccccc32)c1	?
O=C1CCCN1CCCN1C(=O)[C@@H]2C[C@@H](O)CN2C2(CN(Cc3ccc(F)cc3)C2)C1=O	i
COc1ccc(CN2CC[C@@](C)(O)[C@H](N3CCCC3)C2)cc1	21%[5.79 µM]
Cn1cc([C@@H](NC(=O)c2ccc3scnc3c2)C2CC(O)C2)cn1 (stereo partly drawn)	-8%&-3%
Cc1ccsc1CN(Cc1ccc(CN(C)S(C)(=O)=O)o1)CC(C)C	8.9µM*
CCS(=O)(=O)c1cccc(C(=O)N2CCN(c3nc4c(C)ccc(Cl)c4s3)CC2)c1	-20%
CCCN1C(=O)C2(c3ccccc31)c1c(oc3ccccc3c1=O)C(=O)N2CCCOC(C)C (stereo not drawn)	?
CCN(C(=O)c1cc(S(=O)(=O)N2CCOCC2)cn1C)c1ccc(OC)cc1	10%
CN(Cc1cc(-c2ccccc2)no1)Cc1ncccc1C(=O)O	1%
COc1ccc(C)cc1NC(=O)C(NS(=O)(=O)c1cccs1)c1ccccc1 (stereo not drawn)	23%
CCc1ccccc1NC(=O)Cn1c(-c2ccc(F)cc2)nc(C)c(CCO)c1=O	-11%
CCC(COC)NC(=O)c1ccccc1OC1CCN(C(=O)COC)CC1 (stereo not drawn)	-6%
Cc1nc(-c2ccc(S(=O)(=O)Nc3cc(Cl)ccc3C)cc2)co1	33%[activator]
COCCNC(=O)[C@@H]1CCC[C@@H](NC(=O)CC(C)C)CN(C)C(=O)C1	24%[44.1 µM]
CN1[C@@H](CCC(=O)NCc2ccc(F)cc2)CNC(=O)[C@@H]2[C@H]1CCN2Cc1ncc[nH]1	-12%[44.1 µM]
CCc1ccc(NC(=O)CN2C(=O)C3CCCN3c3ccc(S(=O)(=O)N(CC)CC)cc32)cc1 (stereo not drawn)	-26%
O=C(CC[C@H]1NC(=O)c2ccccc2NC1=O)NCCc1ccccn1	-14%
Cc1ccc(S(N)(=O)=O)cc1C(=O)N[C@H]1[C@@H]2CCO[C@@H]2[C@@H]1C1CCCC1	0%
O=C(NCc1ccccc1)c1ccc2c(c1)OCCN(c1ccccc1)C2	i
COCCc1nncn1C1CCN(S(=O)(=O)c2cccc(Cl)c2)CC1	-11%
CC(C)(C)CC(=O)NCC(c1ccc2c(c1)OCO2)N1CCOCC1 (stereo not drawn)	23%
COCCn1c(CN2CCn3nc(C#N)cc3C2)nnc1C1CC(N)C1 (stereo not drawn)	-9%
CCN1CC(C(=O)N2CCN(Cc3cccc(F)c3)C(=O)C2)CC1=O (stereo not drawn)	-2%
CN(C)C(=O)C1CN(C(=O)Nc2cccc(F)c2)CC12CCOCC2 (stereo not drawn)	20%

By substructure: those above containing a CF3 group
SMILES	Pf Dd2 inh
O=C(N[C@H]1CCN2C(=O)c3cc(-c4cccc(C(F)(F)F)c4)ccc3NC(=O)[C@H]12)C1CCCC1	i
CC(NC(=O)C1CCN(c2cc(C(F)(F)F)ncn2)CC1)c1ccc(F)cc1 (stereo not drawn)	?
COc1ccc(-c2cc(N3CCCC(NC(=O)c4ccc(C(F)(F)F)cc4)C3)n[nH]2)cc1 (stereo not drawn)	i
COc1cc(OC)cc(C(=O)NC2CCN(c3cc(C(F)(F)F)ncn3)CC2)c1	i
COc1ccc(S(=O)(=O)NC2(C(F)(F)F)NC(=O)N(CCc3ccc(OC)c(OC)c3)C2=O)cc1 (stereo not drawn)	23%
CC(C)CN1C(=O)c2cccn2CC1C(=O)NCc1cccc(C(F)(F)F)c1 (stereo not drawn)	i

Assay outcomes from PubChem BioAssay.
